Assay outcomes as filed in PubChem.
T cell modulator = modulates CD8 T cell binding to vesicles. 2C CD8+ T cell-vesicle binding, flow cytometry; active compounds read low. calls only at 7 µM. 330,000 tested, 0.068% active;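 active = response, share of CD8 T cells binding vesicles, and their 90th percentile fluorescence all below set limits, cut at about 80% in these data, passing the limit was not always enough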
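Read-out – percent CD8+ FL2 mean versus row control · System – murine 2C transgenic CD8+ T lymphocytes · Times – 1.5 h cell–vesicle binding at 37 °C, then 20 min icy labelling · Control set – naked vesicles low, QL9 vesicles with vehicle high · Detection – cytometric PE anti-B7-1 and Alexa647 anti-CD8 signals after 1% paraformaldehyde fixation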
RSV antiviral HEp-2 = RSV antiviral activity via CPE protection, HEp-2 cells, primary 10 µM value included (AID 2391) | HEp-2 cells, RSV-induced CPE inhibition; higher % means a stronger effect | 310,000 tested, 0.13% active | one-dose CPE inhibition, % at 10 µM; IC50 in µM for titrated hits; in the data active = a potency from the dose series; inconclusive = CPE inhibition mostly from about 23% at the one dose, without a potency; inactive = the rest, 99 in 100 with CPE inhibition below about 21%; also: strong numbers were not always called active
WT yeast gro inh = growth inhibition of WT yeast, mitochondrial fusion screen; AID 1362; mitochondrial fusion phenotypic screen, WT strain; 190,000 tested, 2.1% active; inhibition, % at 10 µM; in the data active = inhibition above about 58%; tested in S. cerevisiae
bCat nuc transl = modulators of beta-catenin nuclear translocation. HeLa beta-catenin nuclear translocation, immunofluorescence imaging. nuclear translocation activity, % at 5 µM. 190,000 tested, 0.3% active. AID 1665;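 active = nuclear translocation activity above 50% at 5 µM, with a well cell count of 50 or more; inconclusive = wells under 50 cells across six images, flagged as toxic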;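 also: per-cell ratio of nuclear to cytoplasmic median beta-catenin stain intensity; plate controls were DMSO negative control for no effect and GSK-3 inhibitor IX positive control for full effect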
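Test system: human HeLa cells, endogenous beta-catenin. Times: 24 h compound exposure, 37°C. Measured by: beta-catenin immunofluorescence imaging with DAPI.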
Salmonella PhoP GFP = PhoP-dependent GFP reporter repression – Salmonella Typhimurium, primary screen (AID 1863). 300,000 tested, 0.16% active. one-dose inhibition, % at 50 µM; IC50 in µM for titrated hits. S. Typhimurium PhoP-regulated promoter GFP reporter, 4 h; higher % means a stronger effect;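 active = inhibition over 29.93%, a cutoff 3 SD above the screen mean, later confirmed by dose response; inconclusive = inhibition over 29.93% but no dose response follow-up; inactive = inhibition at most 29.93% or unconfirmed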;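 also: 0% = low Mg2+ inducing control and 100% = high Mg2+ repressing control; strong numbers were not always called active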
MgcRacGAP inhibition = MgcRacGAP GTPase-activating activity inhibitors, confirmation, biochemical, ADP Hunter fluorescence | inhibition, % at 30 µM, or IC50 in µM where a hit was titrated | MgcRacGAP-stimulated Rac1 GTP hydrolysis, ADP Hunter fluorescence; higher % means a stronger effect; GST-tagged Rac1 F28L mutant substrate | 340,000 tested, 0.6% active;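 active = first-screen hits whose inhibition reached a set limit at any dose in the follow-up dose series; inconclusive = inhibition above the set first-screen limit but never retested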;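 also: fluorescence reports GDP produced by GAP-driven GTP hydrolysis; strong numbers were not always called active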
Myeloid diff 2 = compounds promoting myeloid differentiation; ER-HoxA9 myeloid progenitors, lysozyme-GFP differentiation, flow cytometry; calls only at 10 µM; 360,000 tested, 1% active; AID 624256;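 active = normalized GFP-positive differentiation at or above the plate's own cutoff, the solvent-only control mean plus 3 SD; inconclusive = no clear call, values can overlap the other calls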;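 also: cells exposed to compound for four days before flow analysis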
Large T inhibition = TAg ATPase/helicase activity blockers – biochemical (AID 1903). SV40 large T antigen ATPase/helicase inhibition assay; higher % means a stronger effect. one-dose inhibition, % at 20 µM; IC50 in µM for titrated hits. 310,000 tested, 0.39% active; in the data active = a potency from the dose series; inconclusive = inhibition mostly from about 32% at the one dose, without a potency; inactive = the rest, 99 in 100 with inhibition below about 32%; also: strong numbers were not always called active
West Nile virus CPE = inhibition of WNV-induced cytopathic effect – cell-based, CPE readout (AID 1621); West Nile virus-infected cells, CPE inhibition; higher % means a stronger effect; CPE inhibition, % at 10 µM; hits with a dose series show IC50 in µM; 290,000 tested, 0.02% active; in the data active = a potency from the dose series; inconclusive = CPE inhibition mostly from about 3.7% at the one dose, without a potency; inactive = the rest, 99 in 100 with CPE inhibition below about 2.2%; also: strong numbers were not always called active
WT yeast gro inh mutant strain = further read-out of WT yeast gro inh, marked with its call; inhibition, %; mitochondrial fusion phenotypic screen, mutant strain inhibition
bCat nuc transl cell count 5 µM = also measured in bCat nuc transl; calls as there; cell count; measured here: cell count, cytotoxicity flag
T cell modulator vesicle-bound % = also measured in T cell modulator; calls as there; double positive events, %; measured here: CD8+ vesicle-bound cell fraction;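 binding gate set so that unloaded-vesicle control wells show 10% double positive cells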
Myeloid diff 2 GFP+ MAC1+ % = also measured in Myeloid diff 2; calls as there; GFP+ MAC1+ double positive, %; measured here: differentiation confirmed by MAC1 staining
An asterisk follows results filed as active; i = inactive; ? = inconclusive; nt = no result given.

Every second line gives: T cell modulator, T cell modulator vesicle-bound %, RSV antiviral HEp-2, WT yeast gro inh, WT yeast gro inh mutant strain, bCat nuc transl, bCat nuc transl cell count 5 µM, Salmonella PhoP GFP, MgcRacGAP inhibition, Myeloid diff 2, Myeloid diff 2 GFP+ MAC1+ %, Large T inhibition, West Nile virus CPE
> Cn1c(=O)oc2cc(S(=O)(=O)NC3CCCCCCC3)ccc21
    i, 39, 0.7%, 4, -11, -3.8, 1023, 1%, 7%, i, 0.4, -2%, -0.8%
> CCC1(CC)Cc2ccccc2-c2nc(CN(C)C)[nH]c(=O)c21
    i, 53, 7.6%, nt, nt, nt, nt, 6%, 10%, i, 1.0, 5%, -0.6%
> Cc1cc(C)cc(Oc2coc3cc(O)ccc3c2=O)c1
    i, 55, 1.4%, nt, nt, nt, nt, -2%, 8%, i, 1.4, 3%, -0.4%
> O=C(N/N=C/c1ccc([N+](=O)[O-])o1)c1cn(-c2ccccc2)nc1-c1ccccc1
    i, 47, 7.1%, -1, 20, 1.8, 1093, -4%, 7%, i, 0.5, 3%, -0.2%
> CCC1CCCCN1CCCNC(=O)c1ccc(CS(=O)(=O)c2ccccc2C)o1 (centres undefined)
    i, 9, 0.2%, nt, nt, nt, nt, -8%, 16%, i, 0.0, 9%, -0.6%
> CCOC(=O)C1CN(S(=O)(=O)c2ccc(C)cc2)C1
    i, 37, 0.9%, -6, -10, -6.5, 1170, 25%, 3%, i, 0.4, 1%, -0.2%
> CC(=O)C1C(c2ccccc2Cl)NC(=O)NC1(O)C(F)(F)F (centres undefined)
    i, 37, 1.1%, -7, -5, nt, nt, 1%, 0%, i, 1.7, -1%, -0.1%
> COc1cccc(CNC(=O)CCC2CCCN(c3cc(C)nc(N4CCCC4)n3)C2)c1 (centres undefined)
    i, 29, 0.2%, 10, -7, -0.8, 1146, -9%, 0%, i, 0.5, -1%, -0.4%
> COc1ccc(C2CCCN2C(=O)c2cccs2)cc1 (centres undefined)
    i, 7, 1.0%, -10, -10, -0.8, 1421, -6%, 12%, i, 0.6, -1%, -0.1%
> COc1ccc(-c2sc3ccc(N4CCOCC4)cc3c2-c2ccc(OC)c(F)c2)cc1
    i, 7, 0.5%, nt, nt, nt, nt, 9%, 4%, i, 1.3, 7%, -0.4%
> O=C(c1ccc(N2C(=O)C3CCCCC3C2=O)cc1)N1CCCCC1 (centres undefined)
    i, 46, 1.7%, -10, -6, -0.8, 990, -13%, -8%, i, 0.5, 7%, 0.5%
> Cc1ccc(S(=O)(=O)N2CCN(C(=O)c3ccccn3)CC2)c(C)c1
    i, 43, 0.4%, -5, -5, 0.6, 1089, -7%, 5%, i, 0.6, 2%, -0.3%
> Cc1ccc(OCc2nc(-c3cccnc3)no2)cc1C
    i, 18, -0.6%, -13, -4, 0.4, 1507, -2%, -1%, i, 0.6, 23%, -0.5%
> CC(=O)c1cc2c(cc1NC(=O)Cn1cnc3ccccc3c1=O)OCO2
    i, 47, 2.3%, nt, nt, nt, nt, nt, 7%, i, 0.9, nt, nt
> CC1(C)C2CC=C(/C=N/NC(=O)C(N)=O)C1C2 (centres undefined)
    i, 24, -0.3%, nt, nt, -0.6, 1328, -14%, 11%, i, 0.1, 5%, 0.6%
> O=C1C=C(c2ccc(OC(F)(F)F)cc2)C[C@@H](c2ccc(Cl)cc2)C1
    i, 21, 2.7%, nt, nt, nt, nt, nt, 5%, i, 0.7, nt, nt
> CN(C)CCCN1C(=O)C(=O)/C(=C(/O)c2ccncc2)C1c1cccc(Br)c1 (centres undefined)
    i, 17, 1.6%, -14, -39, nt, nt, 7%, 11%, i, 1.1, 4%, 0.3%
> O=C1/C(=C/c2cccc3ccccc23)CCCc2ccccc21
    i, 56, ?, 63*, -12*, 3.8, 1190, -3%, -3%, i, 2.0, 32%, nt
> S=C(NNC(=S)NC1CC2C=CC1C2)NC1CC2C=CC1C2 (centres undefined)
    i, 37, 0.8%, nt, nt, -3.9, 1246, -7%, nt, i, 1.8, 14%, -0.4%
> COc1cccc(NC(=O)N[C@@H](Cc2ccccc2)C(=O)O)c1
    i, 40, 1.1%, 6, 9, -3.4, 1088, -17%, 10%, i, 0.9, 7%, 2.1%
> Brc1ccc(CNCc2cccs2)cc1
    i, 28, 1.6%, -7, 11, -2.5, 1069, 10%, 4%, i, 0.6, 2%, -1.2%
> CC(C)N1CCN(Cc2cccs2)CC1CCO (centres undefined)
    nt, nt, nt, -3, -8, -1.1, 982, 10%, 12%, i, 0.3, 6%, 0.1%
> CC1C(=O)N2CCCc3cc(S(=O)(=O)NCc4ccccc4Cl)cc1c32 (centres undefined)
    i, 29, 2.0%, nt, nt, nt, nt, -6%, 12%, i, 1.0, 12%, 0.2%
> COc1ccc(C2CC(=O)c3cnn(-c4nc(C)cc(C)n4)c3C2)cc1 (centres undefined)
    i, 37, 1.4%, 11, -1, 8.8, 974, 6%, 11%, i, 0.4, -1%, -0.3%
> CCOC(=O)c1cc(S(=O)(=O)NCC2CCN(Cc3cccc(C)c3)CC2)cn1C
    i, 34, -0.1%, nt, nt, nt, nt, 2%, 8%, i, 0.9, 2%, 0.0%
> O=C(N/N=C/c1c(Cl)[nH]c2ccccc12)c1ccc2c(c1)OCCO2
    i, 6, 10%, nt, nt, -1.1, 1063, 5%, nt, i, 0.2, 9%, -0.2%
> O=C(O)c1ccccc1C(=O)NCCc1ccc(Cl)cc1
    i, 20, -2.8%, -2, 8, -0.8, 1146, 2%, -4%, i, 0.7, 4%, 0.9%
> Cc1ccc2c(c1)CCCN2C(=O)c1ccco1
    i, 9, 2.5%, 2, -15, 5.4, 1117, -2%, 11%, i, 0.8, -4%, 0.3%
> CCc1cccc(CC)c1NC(=S)NCCc1c(C)[nH]c2ccccc12
    i, 15, -2.1%, 68*, -24*, -4.1, 552, 7%, 4%, i, 1.5, 14%, nt
> Clc1ccc(-c2cc(COc3ccccc3)on2)cc1
    i, 32, -1.6%, -4, -23, -2.0, 1090, -3%, 4%, i, 0.8, 2%, -0.1%
> Cc1csc(NC(=O)c2nc3nc(C)cc(C)n3n2)n1
    i, 47, 0.4%, -8, -13, 0.1, 1073, 1%, 9%, i, 0.5, 3%, 0.2%
> COc1ccc(Cl)cc1C(=O)NNC(=S)NC(=O)c1cc(-c2ccccc2)nc2ccccc12
    i, 34, -0.8%, -3, 1, 4.8, 1358, -7%, 8%, i, 0.6, 1%, nt
> C=CCn1c(COc2cc(C)ccc2C(C)C)nnc1SCC(=O)c1c(N)n(C)c(=O)n(C)c1=O
    i, 55, 4.1%, -3, -18, 3.1, 427, -1%, 2%, i, 0.1, -2%, 0.3%
> Cc1onc(-c2ccccc2Cl)c1C(=O)N1CCCCC1C (centres undefined)
    i, 22, 0.1%, nt, nt, nt, nt, -3%, 3%, i, 0.5, 10%, -1.0%
> CC(C)CCn1c(=O)c(C(=O)N/N=C/c2cccc(F)c2)c(O)c2ccccc21
    i, 40, 3.7%, 17, -1, nt, nt, -7%, 6%, i, 1.1, 14%, nt
> Cn1c(=O)cc(SCC(=O)NCC2CCCO2)c2ccc(Cl)cc21 (centres undefined)
    i, 8, 2.0%, -8, 0, 3.4, 1121, -1%, 3%, i, 0.7, 5%, 1.0%
> CN1CCN(C(=O)c2ccc3c(c2)NC(=O)C(C)(C)O3)CC1
    i, 15, -0.8%, 12, 8, -5.3, 957, -7%, 7%, i, 1.7, 10%, 1.5%
> COc1cccc(C(=O)N/N=c2/oc3ccccc3cc2C(N)=O)c1
    i, 50, 2.0%, nt, nt, nt, nt, nt, 5%, i, 0.1, 7%, -1.4%
> COc1ccc(CC2(CO)CCN(Cc3cnn(-c4ccccc4)c3)CC2)cc1
    i, 52, -0.2%, 16, 8, 0.7, 1002, 5%, 8%, i, 0.1, 18%, -0.6%
> COc1ccc2c(c1)c(C(=O)N/N=C/c1cn(C)c3ccccc13)c(C)n2C
    i, 52, nt, nt, nt, -0.7, 1414, -9%, 12%, i, 0.3, 14%, -0.9%
> Cc1ccc(NC(=O)CC(=O)c2ccc([N+](=O)[O-])cc2)cc1S(=O)(=O)Nc1cccc(Cl)c1
    i, 27, ?, 7, 5, 1.2, 1457, -5%, 4%, i, 0.0, 8%, 0.1%
> CC(=O)Nc1ccc(S(=O)(=O)N2CCCCC2c2cccnc2)cc1 (centres undefined)
    i, 25, -0.3%, 4, 2, -4.5, 991, -2%, -5%, i, 1.6, -3%, -0.2%

Some of the entries so far, with bars between the fields.
Molecule | T cell modulator | T cell modulator vesicle-bound % | RSV antiviral HEp-2 | WT yeast gro inh | WT yeast gro inh mutant strain | bCat nuc transl | bCat nuc transl cell count 5 µM | Salmonella PhoP GFP | MgcRacGAP inhibition | Myeloid diff 2 | Myeloid diff 2 GFP+ MAC1+ % | Large T inhibition | West Nile virus CPE
Cc1ccc(NC(=O)CC(=O)c2ccc([N+](=O)[O-])cc2)cc1S(=O)(=O)Nc1cccc(Cl)c1 | i | 27 | ? | 7 | 5 | 1.2 | 1457 | -5% | 4% | i | 0.0 | 8% | 0.1%
COc1ccc2c(c1)c(C(=O)N/N=C/c1cn(C)c3ccccc13)c(C)n2C | i | 52 | nt | nt | nt | -0.7 | 1414 | -9% | 12% | i | 0.3 | 14% | -0.9%
CC(C)CCn1c(=O)c(C(=O)N/N=C/c2cccc(F)c2)c(O)c2ccccc21 | i | 40 | 3.7% | 17 | -1 | nt | nt | -7% | 6% | i | 1.1 | 14% | nt
